FH mod – Identification of activators of human fumarate hydratase by quantitative high-throughput screening | FH coupled MDH/diaphorase resazurin fluorescence, 15 min | Fumarate hydratase, mitochondrial (Homo sapiens), P07954 | 54,000 tested, 0.22% active | Potency, µM (series often up to 79.9 µM), for the others: top-dose activity change, negative = inhibition, actives largely listed as inhibitors; also: potency is read from the fitted curve at half-maximal effect; % is scaled to controls: 0 for no effect and ±100 for the full control effect; the screen sought activators but most active calls are inhibition curves; nearly all actives have a fitted effect of over 45% in size
GALK inhibitor – GALK (human) enzyme inhibition; AID 1347072; 44,000 tested, under 10 active; recombinant GALK, Kinase-Glo ATP luminescence, 1 h; Potency, µM (top dose mostly 57.5 µM), for inactives: top-dose activity, negative = inhibition, usual class: inhibitors;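 also: plate controls were full GALK reaction for no effect and reaction lacking GALK for full effect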
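Luminescent ATP-depletion readout (Kinase-Glo Plus, 10 min) after 1 h RT reaction of 5 nM GALK, 35 uM ATP, 100 uM galactose, pH 8.0 HEPES buffer. Decreased kinase activity scored as inhibition.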
B2AR arrestin ag – beta-arrestin recruitment by human beta2-adrenergic receptor ligands; P07550; Potency, µM (top dose mostly 46.1 µM), for inactives: at the highest dose activation, hits mostly activators; HTLA Tango cells, beta-arrestin recruitment, luciferase luminescence, 18 h; AID 1347077; 44,000 tested, under 10 active;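 also: potency is read from the fitted curve at half-maximal effect; 0% = DMSO and full agonism = EC100 isoproterenol or metaproterenol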
Target sequence (P07550 whole entry, looked up): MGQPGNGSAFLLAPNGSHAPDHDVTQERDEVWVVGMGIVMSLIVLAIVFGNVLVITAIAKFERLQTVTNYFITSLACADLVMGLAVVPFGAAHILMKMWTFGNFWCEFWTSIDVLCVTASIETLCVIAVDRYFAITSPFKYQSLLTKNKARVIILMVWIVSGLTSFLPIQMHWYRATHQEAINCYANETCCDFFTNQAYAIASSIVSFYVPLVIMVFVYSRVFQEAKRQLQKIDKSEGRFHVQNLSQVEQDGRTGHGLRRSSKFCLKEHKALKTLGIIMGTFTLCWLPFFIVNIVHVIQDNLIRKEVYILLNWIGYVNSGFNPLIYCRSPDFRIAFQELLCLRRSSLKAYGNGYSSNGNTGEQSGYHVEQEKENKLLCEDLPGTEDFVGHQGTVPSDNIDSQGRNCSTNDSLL
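First, Tango cells carrying beta2-AR and beta-arrestin fusions received compound up to 46 microM. After 18 hr at 37 degrees C, luciferase substrate was added for 15 minutes, then luminescence gave %Activity for curve fitting.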
TSG101-PTAP inh – blocks PTAP binding to human TSG101, validation; Q99816; Fluorescence polarization, FITC-PTAP peptide/Tsg101, 20 min; Potency, µM (titrated, usually from 115 µM), inactives show top-dose activity change, negative = inhibition, most hits filed as inhibitors; 44,000 tested, under 10 active; also: potency is read from the fitted curve at half-maximal effect; 0% is about no effect
Target sequence (Q99816 whole entry, looked up): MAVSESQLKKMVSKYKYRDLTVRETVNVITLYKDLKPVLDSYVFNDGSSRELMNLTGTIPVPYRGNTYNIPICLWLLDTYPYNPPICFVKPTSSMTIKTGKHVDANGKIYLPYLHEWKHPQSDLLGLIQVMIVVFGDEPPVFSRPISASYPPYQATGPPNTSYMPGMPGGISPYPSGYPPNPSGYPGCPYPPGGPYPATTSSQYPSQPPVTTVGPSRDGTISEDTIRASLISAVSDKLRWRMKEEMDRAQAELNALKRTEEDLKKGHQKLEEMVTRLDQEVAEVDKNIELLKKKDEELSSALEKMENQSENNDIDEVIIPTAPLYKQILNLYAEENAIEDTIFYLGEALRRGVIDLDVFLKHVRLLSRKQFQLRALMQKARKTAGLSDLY
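Compounds pinned into 10 uM Tsg101 binding domain, then 50 nM FITC-PTAP peptide added in pH 7.5 HEPES buffer; FP read after 20 min, room temperature. Total S+P intensity flags fluorescent compounds; active cut-off <25 µM, efficacy <60%.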
p53null 32C tox – selectivity test: cytotoxicity in p53 null cells, permissive temperature | H1299-neo p53 null cells, ATP luminescence, 24 h, 32C | Potency, µM (doses to about 46.1 µM), for inactives: top-dose activity change, negative = cytotoxicity, most hits filed as cytotoxic | 55,000 tested, 0.62% active | AID 903;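 also: potency is read from the fitted curve at half-maximal effect; 0% = DMSO only and -100% = full killing by 100 µM tamoxifen; nearly all actives have a fitted effect of over 55% in size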
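H1299-neo (p53 null) cells, 600/well, treated 24 h at 32C with compound up to 46 uM; ATPlite luminescence viability, normalized to DMSO and 100 uM tamoxifen; AC50 by Hill fit.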
NTMT1 inhibitor – NTMT1 methyltransferase inhibition. 59,000 tested, 2.5% active. AID 1645870. Q9BV86. Potency, µM (highest dose often 114 µM), for the others: at the highest dose activity change, negative = inhibition, usual class: inhibitors. NTMT1 MTase-Glo SAH luminescence, purified enzyme;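 also: potency is read from the fitted curve at half-maximal effect; plate controls were DMSO vehicle for no effect and no enzyme for full effect; nearly all actives have a fitted effect of over 65% in size; many of its hits are not listed in these tables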
Target sequence (Q9BV86 whole entry, looked up): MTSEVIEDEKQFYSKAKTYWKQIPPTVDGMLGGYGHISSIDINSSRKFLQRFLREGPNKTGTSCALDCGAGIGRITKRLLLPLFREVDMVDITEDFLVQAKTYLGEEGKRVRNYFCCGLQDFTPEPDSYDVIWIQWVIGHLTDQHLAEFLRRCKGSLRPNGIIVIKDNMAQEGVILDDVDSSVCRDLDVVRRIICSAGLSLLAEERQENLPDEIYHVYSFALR
p53null 39C kill – p53 null cell cytotoxicity, nonpermissive temperature; H1299 p53-null (neo) cells, 39C, ATPlite viability, 24 h; 55,000 tested, 0.97% active; Potency, µM (top dose mostly 46.1 µM), inactives show top-dose activity, negative = cell killing, usual class: cytotoxic;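 also: potency is read from the fitted curve at half-maximal effect; 0% = DMSO only and -100% = full killing by 100 µM tamoxifen; nearly all actives have a fitted effect of over 50% in size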
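Concentration-response (up to 46 uM) was run for 24 h at the nonpermissive 39C on H1299-p53A138V or H1299-neo cells. ATP content was measured with ATPlite luminescence. AC50 values were Hill-modeled after normalizing between DMSO and 100 uM tamoxifen killing.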
Numbers without * were called inactive; ? = inconclusive; [ ] = remark or other dose. Calls follow the shape of the dose curve; as a rule, active = well fitted curve in the direction sought with a large enough effect; inconclusive = small, poorly fitted or top-dose-only effect, or another doubt; inactive = no such curve, though single readings can be large; an effect the other way counts as inactive or inconclusive. An excerpt; rates above refer to the full screens.

Screens by letter – A = FH mod; B = GALK inhibitor; C = B2AR arrestin ag; D = TSG101-PTAP inh; E = p53null 32C tox; F = NTMT1 inhibitor; G = p53null 39C kill
COC(=O)c1ccccc1NC(=O)Cn1c(=O)n(-c2ccc(C)cc2)c(=O)c2ccccc21
  A: -14%	B: 5%	C: -2%	D: -1%	E: 22%	F: 6%	G: -23%
Cc1ccc(-n2ncc(C(=O)Nc3c(Cl)cccc3Cl)c2C2CCNCC2)cc1
  A: -10%	B: 3%	C: -1%	D: -4%	E: 4%	F: ?	G: -7%
O=S(=O)(c1ccc(OC(F)(F)F)cc1)N1CCC(c2nnnn2-c2ccc(F)cc2)CC1
  A: 3%	B: -3%	C: -1%	D: -9%	E: 2%	F: 10%	G: -20%
CCOC(=O)c1c(-c2ccccc2)oc2ccc(N(C(C)=O)S(=O)(=O)c3cc(C)ccc3C)cc12
  A: -20%	B: 2%	C: -2%	D: 1%	E: 7%	F: 2%	G: 51%[activator]
CC(C)(C)OC(=O)N1CCC(c2c(C(=O)NCc3ccccn3)cnn2-c2ccc(F)cc2)CC1
  A: -1%	B: 1%	C: 1%	D: 3%	E: 6%	F: 1%	G: -6%
CCOc1ccc(CNCc2c(C(=O)O)n(Cc3ccc(OC)cc3)c3ccccc23)cc1
  A: -6%	B: 2%	C: 2%	D: 25%	E: -7%	F: 11%	G: ?
COc1ccc(S(=O)(=O)NCC(c2ccco2)S(=O)(=O)c2cccs2)cc1C (stereo unspecified)
  A: -18%	B: -7%	C: 0%	D: 5%	E: 15%	F: -1%	G: -1%
COc1cccc(/C=C/c2nc(C#N)c(N3CCCCCC3)o2)c1
  A: -21%	B: -13%	C: -2%	D: 2%	E: -8%	F: -6%	G: -6%
Cc1ccc(CNC(=O)C(=O)NCC(c2ccco2)S(=O)(=O)c2cccs2)cc1 (stereo unspecified)
  A: 1%	B: 1%	C: -3%	D: 0%	E: -12%	F: -8%	G: 7%
CCN(CCCNC(=O)Cn1ncc2c([nH]c3ccccc32)c1=O)c1cccc(C)c1
  A: 2%	B: -5%	C: 1%	D: -3%	E: -6%	F: ?	G: -4%
CCN1CCN(c2cc3c(cc2F)c(=O)c(S(=O)(=O)c2ccc(OC)cc2)cn3CC)CC1
  A: 15%	B: 2%	C: 1%	D: -10%	E: -10%	F: 5%	G: -3%
COc1ccc2c(CNCc3ccc(C)o3)c(C(=O)O)n(Cc3ccccc3C)c2c1
  A: -28%	B: 3%	C: 0%	D: 0%	E: -7%	F: ?	G: ?
COc1ccc(CNC(=O)c2ccc(CSc3nc4ccncc4n3Cc3ccccc3F)cc2)cc1
  A: -8%	B: -7%	C: 1%	D: 0%	E: 12%	F: 13%	G: 2%
Cc1cccc(NC(=O)CN2C(=O)CCc3ccccc32)c1C
  A: 7%	B: 2%	C: 0%	D: 0%	E: 15%	F: 8%	G: 10%
Cc1ccc(C(C)C)c(OCC(=O)Nc2nc3c(s2)CCCC3)c1
  A: -19%	B: -10%	C: -5%	D: -1%	E: ?	F: -11%	G: 23%
CCOc1ccc(NC(=O)CSC2=Nc3ccccc3C3=NC(Cc4ccccc4)C(=O)N23)cc1 (stereo unspecified)
  A: -18%	B: -1%	C: 0%	D: 3%	E: 25%	F: 6%	G: 6%
CC(C)Oc1ccc(CNC(=O)CN2C(=O)CCn3nc(-c4cn(C)c5ccccc45)cc32)cc1
  A: ?	B: 0%	C: 0%	D: -1%	E: 21%	F: 15%	G: 43%[activator]
CCCOC(=O)c1cccc(Nc2nc(C(=O)OCC)nc3ccccc23)c1
  A: ?	B: -2%	C: 1%	D: -14%	E: 0%	F: -9%	G: ?
COc1ccc(Cn2c(SCC(=O)N(C)Cc3ccccc3)nc3ccccc32)cc1
  A: -24%	B: -3%	C: 1%	D: 1%	E: 18%	F: 5%	G: 11%
CCn1c2ccccc2c2nnc(N3CCN(c4ccc(OC)cc4)CC3)nc21
  A: 2%	B: 0%	C: 3%	D: 0%	E: 24%	F: -6%	G: 67%[activator]
Fc1ccc(-c2noc3ncnc(NCCc4ccccc4)c23)cc1
  A: -11%	B: 1%	C: 0%	D: -5%	E: -15%	F: 6%	G: -19%
O=C(c1cc2ccccc2oc1=O)N1CCN(c2ccc(Cl)cc2)CC1
  A: -3%	B: 5%	C: -1%	D: -3%	E: -3%	F: 5%	G: -25%
CCc1ccc(NC(=O)CN2C(=O)C3(SCC(=O)N3c3ccc(F)c(F)c3)c3ccccc32)cc1 (stereo unspecified)
  A: -25%	B: 2%	C: 6%	D: -8%	E: 13%	F: 18%	G: 6%
CCCCNC(=O)CCC1N=C2c3ccccc3N=C(SCC(=O)NCCc3ccc(OC)c(OC)c3)N2C1=O (stereo unspecified)
  A: 5%	B: 2%	C: -1%	D: -1%	E: -1%	F: 3%	G: -11%
CCOc1ccc(NC(=O)CSc2oc(-c3ccco3)nc2S(=O)(=O)c2ccc(Cl)cc2)cc1
  A: -16%	B: 4%	C: 0%	D: 3%	E: -11%	F: 79µM*	G: -12%

(list continues)
Sequence of screens – FH mod	GALK inhibitor	B2AR arrestin ag	TSG101-PTAP inh	p53null 32C tox	NTMT1 inhibitor	p53null 39C kill
COc1ccc(CNC(=O)C2CCCN(S(=O)(=O)c3ccc4c(ccn4C)c3)C2)c(OC)c1 (stereo unspecified)
 : -11%	1%	3%	2%	-11%	-3%	-1%
COc1ccc(NC(=O)c2nnn(Cc3nc(-c4cc(Br)ccc4OC)oc3C)c2C)cc1
 : -2%	4%	1%	0%	16%	-3%	-8%
CCOc1ccc(-c2cc(C(F)(F)F)c(C#N)c(SCC(=O)Nc3ccccc3)n2)cc1
 : 5%	0%	-2%	-11%	-7%	11%	-1%
COc1ccc(C2Nc3ccccc3-c3cc(C)nn32)c(OC)c1 (stereo unspecified)
 : -8%	-5%	1%	-2%	16%	-2%	-10%
COc1ccc(-c2nn3c(=O)cc(CN4CCN(S(=O)(=O)c5ccc(C)cc5)CC4)nc3s2)cc1
 : ?	0%	-1%	1%	2%	16%	-17%
Cc1ccc(Cn2c(SCC(=O)NCc3ccc(Cl)cc3)nc3ccsc3c2=O)cc1
 : -14%	1%	0%	-3%	8%	?	5%
CCCCC(=O)N1CCc2cc(OC)c(OC)cc2C1COc1ccc(OC)cc1 (stereo unspecified)
 : -7%	-1%	0%	-5%	0%	3%	10%
COc1ccc(Nc2c3c(nc4ccc(NC(=O)/C=C/c5cccc(OC)c5OC)cc24)CCCC3)cc1OC
 : -19%	-6%	0%	-3%	10µM*	-5%	3.2µM*
COc1cccc(CNC(=O)CCc2c(C)nn(-c3ccc(N4CCOCC4)nn3)c2C)c1
 : 2%	0%	-1%	-5%	6%	10%	-13%
CC(C)NC(=O)c1ccc(Cn2c(=O)c3cccn3c3cccnc32)cc1
 : 10%	?	1%	3%	-4%	-1%	-20%
CC(C)c1ccc(N2C(=O)CSC23C(=O)N(C)c2ccccc23)cc1 (stereo unspecified)
 : -5%	0%	0%	1%	-11%	-11%	17%
Cc1cccc(-c2nc3scc(CCNS(=O)(=O)c4ccc5c(c4)OCCO5)n3n2)c1
 : -24%	-7%	-3%	-5%	-2%	2%	?
Cc1noc(/C=C/c2ccccc2F)c1S(=O)(=O)N1CCC(C(=O)NCc2ccco2)CC1
 : -1%	0%	0%	1%	1%	-23%	-19%
COc1cccc(C(=O)Nc2cccc(-c3cn4c(C)csc4n3)c2)c1OC
 : -8%	2%	0%	2%	?	-3%	-35%
CCN(C(=O)Cn1c(=O)n(Cc2ccc3c(c2)OCO3)c(=O)c2ccc(C(=O)NC3CCCCC3)cc21)c1cccc(C)c1
 : -12%	10%	-2%	-3%	12%	-2%	9%
CC1=C(C(=O)Nc2ccccc2)C(c2cccc(O)c2)n2nc(-c3ccccc3Cl)nc2N1 (stereo unspecified)
 : -10%	6%	-2%	1%	3%	18%	-9%
Cc1ccc(Cl)cc1NC(=O)CCCN1C(=O)CCn2nc(-c3cn(C)c4ccccc34)cc21
 : -4%	3%	0%	1%	-3%	23%	9%
COc1ccc2c(CNCc3ccco3)c(C(=O)O)n(Cc3ccc(F)cc3Cl)c2c1
 : ?	-7%	0%	0%	-7%	-3%	2%
CCC1CCC(C(=O)NC(C(=O)Nc2cccc(OC)c2)C(C)C)CC1 (stereo unspecified)
 : 9%	5%	0%	2%	10%	2%	11%
CCC(C(=O)NCc1ccccc1OC)n1nc(C)n2c(cc3occc32)c1=O (stereo unspecified)
 : 1%	-1%	-4%	-3%	14%	11%	-19%
O=C(CSc1n[nH]c(-c2ccccc2)n1)N1CCCCC1
 : -5%	3%	0%	-2%	?	-1%	-52%
COC(=O)c1ccc(C(=O)OC)c(NC(=O)c2cnn3c(C(F)F)cc(-c4ccc(C)cc4)nc23)c1
 : 3%	4%	0%	0%	1%	10%	-9%
CCOc1ccccc1N(C)C(=O)c1cc(S(=O)(=O)NCc2ccc(C)cc2)ccc1F
 : -29%	-1%	0%	-1%	31%[activator]	-3%	10%
CCOC(=O)c1cccc(NC(=O)CSc2ncc3c(n2)-c2ccccc2N(C)S3(=O)=O)c1
 : -6%	1%	0%	2%	-1%	3%	0%
CCc1ccc(NC(=O)Cn2ccn(-c3ccc(C)c(C)c3)c(=O)c2=O)cc1
 : -10%	4%	1%	3%	8%	-2%	1%
COc1ccccc1NC(=O)Cn1c(=O)n(-c2cccc(C(C)=O)c2)c(=O)c2c3c(sc21)CN(C(C)=O)CC3
 : -2%	-3%	1%	1%	2%	1%	-4%
COc1ccc(CNC(=O)C(=O)NCC(c2cccnc2)N2CCN(c3ccccc3F)CC2)cc1 (stereo unspecified)
 : -26%	3%	1%	-2%	1%	6%	17%

A draw from above in order of length of the SMILES, lowest first.
Sequence of screens – FH mod	GALK inhibitor	B2AR arrestin ag	TSG101-PTAP inh	p53null 32C tox	NTMT1 inhibitor	p53null 39C kill
CC(C)NC(=O)c1ccc(Cn2c(=O)c3cccn3c3cccnc32)cc1
 : 10%	?	1%	3%	-4%	-1%	-20%
COc1cccc(C(=O)Nc2cccc(-c3cn4c(C)csc4n3)c2)c1OC
 : -8%	2%	0%	2%	?	-3%	-35%
COc1ccc2c(CNCc3ccco3)c(C(=O)O)n(Cc3ccc(F)cc3Cl)c2c1
 : ?	-7%	0%	0%	-7%	-3%	2%

Of the compounds above, three contain a COOH group:
Sequence of screens – FH mod	GALK inhibitor	B2AR arrestin ag	TSG101-PTAP inh	p53null 32C tox	NTMT1 inhibitor	p53null 39C kill
CCOc1ccc(CNCc2c(C(=O)O)n(Cc3ccc(OC)cc3)c3ccccc23)cc1
 : -6%	2%	2%	25%	-7%	11%	?
COc1ccc2c(CNCc3ccc(C)o3)c(C(=O)O)n(Cc3ccccc3C)c2c1
 : -28%	3%	0%	0%	-7%	?	?
COc1ccc2c(CNCc3ccco3)c(C(=O)O)n(Cc3ccc(F)cc3Cl)c2c1
 : ?	-7%	0%	0%	-7%	-3%	2%
